HSF1 inhib: HSF1 inhibition; activity change, negative = inhibition, % at 7.5 µM (by protocol); NIH3T3-HGL HSE-luciferase, MG132-induced, luminescence 8 h; active compounds read low; 300,000 tested, 0.77% active;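 active = more than half of replicate wells show activity change below -50%, luminescence cut by over half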;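 also: luciferase reports HSF-1 transcriptional activity via heat shock element; 0% = median of DMSO wells and -100% = zero luminescence signal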
IEC-6 tox: kills IEC-6 intestinal cells in KLF5 counter-screen. AID 1825. inhibition, % at 5 µM. 290,000 tested, 0.78% active. IEC-6 cytotoxicity, luminescence viability; in the data active = inhibition above about 22%;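 also: 0% = plate median of test compound wells and 100% = cytotoxic reference compound wells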
GSK3beta inhib: inhibitors of human GSK3beta kinase; P49841; GST-GSK3beta kinase, ADP-Glo luminescence, 60 min; active compounds read low; activity score (negative = inhibition), % at 10 µM; 300,000 tested, 0.038% active; AID 2097;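 active = more than half of replicate wells score below -50%, meaning over 50% inhibition versus plate controls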;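 also: 0% = median DMSO wells and -100% = median GW8510 positive control wells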
Target sequence (P49841 whole entry, looked up): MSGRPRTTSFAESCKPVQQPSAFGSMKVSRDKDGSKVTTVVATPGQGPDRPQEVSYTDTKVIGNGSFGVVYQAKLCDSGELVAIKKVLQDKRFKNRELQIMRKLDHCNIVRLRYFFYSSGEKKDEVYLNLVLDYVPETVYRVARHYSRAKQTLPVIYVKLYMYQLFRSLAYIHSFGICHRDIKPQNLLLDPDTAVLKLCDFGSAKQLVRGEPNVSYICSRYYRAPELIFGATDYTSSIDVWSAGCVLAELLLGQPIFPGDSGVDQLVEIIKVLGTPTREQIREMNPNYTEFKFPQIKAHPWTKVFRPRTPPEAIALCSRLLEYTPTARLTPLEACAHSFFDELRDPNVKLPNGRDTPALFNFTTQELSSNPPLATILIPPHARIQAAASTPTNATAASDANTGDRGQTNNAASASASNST
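Assay system: GST-fused GSK3beta enzyme, cell-free / Medium: Tris pH 7.5 buffer with MgCl2, DTT, BSA, heparin / Also added: peptide substrate plus 25 µM ATP (final) / Compound: 10 µM single point / Timing: kinase reaction with compound 60 min at room temperature / Detection: ADP-Glo luminescence / Benchmarks: DMSO neutral wells and GW8510 at 20 µM as positive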
KLF5 inhibitor: suppresses KLF5 promoter-driven expression | DLD-1 KLF5 promoter-luciferase reporter, luminescence | inhibition, % at 5 µM | 290,000 tested, 0.23% active;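 active = inhibition above a per-plate limit of that plate's mean compound inhibition plus 3 SD, cut at about 60% in these data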;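 also: 0% = DMSO wells and 100% = LY294002 at 200 µM; higher means less KLF5 promoter-driven luciferase light; inactives centre near -14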
aSyn 5UTR inh: 5' untranslated region of α-synuclein, MLPCN primary screen | alpha-synuclein 5'UTR reporter, inhibitor activity | inhibition, % (tested at 7.5 µM) | 300,000 tested, 0.82% active; in the data active = inhibition above about 60%;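 also: H4 neuroglioblastoma cells stably carrying SNCA 5'UTR luciferase fusion; 0% = DMSO wells and 100% = positive control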
GSK3A inh: human GSK-3 alpha kinase inhibition | P49840 | AID 2650 | 320,000 tested, 0.1% active | ADP-Glo luminescence, 60 min | inhibition, % at 10 µM;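 in the data active = inhibition above about 50%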;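 also: GST-tagged GSK-3 alpha with peptide substrate and 25 µM ATP; 0% = DMSO neutral wells and 100% = GW8510 positive control wells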
Target sequence (P49840 whole entry, looked up): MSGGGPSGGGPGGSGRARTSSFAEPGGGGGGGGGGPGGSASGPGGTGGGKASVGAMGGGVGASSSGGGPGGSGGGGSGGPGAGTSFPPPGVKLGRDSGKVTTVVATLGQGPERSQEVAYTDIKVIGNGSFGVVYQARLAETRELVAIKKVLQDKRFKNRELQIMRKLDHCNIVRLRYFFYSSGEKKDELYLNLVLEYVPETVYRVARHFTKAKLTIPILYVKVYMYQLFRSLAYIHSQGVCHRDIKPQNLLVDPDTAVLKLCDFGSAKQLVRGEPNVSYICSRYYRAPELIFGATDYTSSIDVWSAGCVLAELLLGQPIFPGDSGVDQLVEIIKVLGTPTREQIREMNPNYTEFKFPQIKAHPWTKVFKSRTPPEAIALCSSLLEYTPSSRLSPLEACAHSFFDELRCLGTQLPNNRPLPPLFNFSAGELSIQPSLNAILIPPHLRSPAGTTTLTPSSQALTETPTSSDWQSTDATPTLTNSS
HSF1 activator: increases HSF-1 driven luciferase reporter signal; 300,000 tested, 1.7% active; AID 504408; NIH3T3-HGL HSF-1 luciferase reporter, MG132, 8 h; 100% = twice DMSO control signal; activation, % at 9 µM;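 active = mean replicate activation of at least 50% with a set share of replicates each reaching 50%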;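 also: 0% = median of the neutral control wells and 100% = twice that signal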
HIF activator: HIF pathway transcriptional activation. 300,000 tested, 0.32% active. U2OS HRE-luciferase reporter, luminescence; normalized: DMSO 0%, desferrioxamine 100%. activation, % at 7.5 µM (by protocol);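 active = mean activation of at least 10% of the iron chelator positive control signal, with at least half of replicates also reaching 10%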
AI-2 QS mod: modulates the Vibrio harveyi AI-2 quorum sensing system | 300,000 tested, 0.4% active | activity change, % at 7.5 µM | Vibrio harveyi JMH597 AI-2 luminescence/OD600 ratio, 9 h; active compounds read low; strain lacks LuxN and CqsS sensors; 0 = neutral-control median | AID 2094; in the data active = activity change below about -75%, passing the limit was not always enough;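 also: luminescence divided by OD600 gain over 9 h not by final OD600 alone; inactives centre near 13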
HSP90 refold inh: inhibitors of HSP90 luciferase refolding in rabbit reticulocyte lysate; luciferase refolding luminescence, 3 h; inhibition, % at 5.6 µM; 290,000 tested, 0.91% active;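 active = inhibition above the screen-wide mean plus 3 SD, computed separately per campaign, cut at about 16% in these data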;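 also: 0% = DMSO wells and 100% = 60 µM geldanamycin wells; inhibitors lower the luminescence because luciferase stays unfolded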
An asterisk follows results filed as active; x = no result given.

SMILES | HSF1 inhib | IEC-6 tox | GSK3beta inhib | KLF5 inhibitor | aSyn 5UTR inh | GSK3A inh | HSF1 activator | HIF activator | AI-2 QS mod | HSP90 refold inh
CN(C)CCOCCOc1ccc(Cl)c2ccccc12 | -3 | 3 | -1 | -5 | 9 | 0 | 1 | -0.7 | 10 | -2
CN(C)C(=O)CN(c1ccc2c(c1)OCO2)S(C)(=O)=O | 33 | -4 | -3 | 7 | 4 | 1 | 28 | -0.1 | 25 | 1
COCCCN1C(=O)C(=O)/C(=C(/O)c2ccc(S(=O)(=O)N3CCCCC3)cc2)C1c1ccc(OC)cc1 (centres undefined) | -3 | -9 | 2 | -4 | 14 | -1 | 1 | 0.1 | 19 | -2
CC(C)Cn1nc(NC(=O)c2ccco2)c2cc3ccccc3nc21 | -2 | 3 | -1 | 7 | 1 | 4 | 13 | 0.3 | 13 | 0
COc1ccc(CC(=O)N/N=C/c2cc([N+](=O)[O-])cc(Br)c2O)cc1 | -3 | -6 | 1 | -34 | -3 | 0 | -7 | 0.8 | 14 | -6
O=C(O)c1cccc([N+](=O)[O-])c1C(=O)Nc1cccc2ccccc12 | -2 | 9 | 3 | 9 | 27 | 11 | 19 | -0.6 | -2 | 5
COc1ccc(NC(=S)N(CCN(C)C)C(C)c2ccncc2)cc1Cl (centres undefined) | 11 | 3 | 0 | -4 | -40 | -5 | 3 | 0.1 | -8 | -4
COc1ccc(CNC(=O)c2cncc(Br)c2)cc1 | -2 | 1 | 1 | -28 | -23 | 1 | -9 | -1.6 | -9 | -5
CN(C)c1nc(N(C)C)nc(N(C#N)CN2C(=O)c3ccccc3C2=O)n1 | 3 | 4 | -2 | -6 | -26 | -1 | 8 | 0.1 | 16 | 4
COc1ccc(-c2csc3ncnc(N4CCN(c5ccccc5[N+](=O)[O-])CC4)c23)cc1 | 2 | 0 | -2 | -7 | 1 | 1 | -4 | 0.3 | -4 | 9
CC(=O)c1cccc(NC(=O)C2C3C=CC(C4CC34)C2C(=O)O)c1 (centres undefined) | 21 | -2 | 2 | -3 | -35 | 1 | 40 | 3.1 | 12 | -2
COc1ccc(OC)c(C2c3[nH]c4ccccc4c3C[C@H]3C(=O)N(CCCOC(C)C)CC(=O)N23)c1 (some centres undefined) | 11 | -5 | -1 | -10 | 46 | -3 | 44 | -0.9 | 25 | -3
CC(=O)N/C(N)=N/c1nc2cc(C)ccc2o1 | 18 | 2 | -2 | -137 | -63 | 2 | 45 | 0.9 | 33 | -2
CCCCn1c(C2CCCCC2)nc2cc3[nH]c(=O)c(C(C)C)nc3cc21 | 5 | 5 | 1 | -8 | 17 | -1 | 11 | -2.7 | 25 | -1
COc1ccc(Cl)cc1S(=O)(=O)N1CCC(C(=O)NCc2ccco2)CC1 | -1 | 1 | 2 | -12 | 10 | -2 | 9 | 0.2 | 16 | -2
CCOC(=O)c1cnc2ccc(OC)cc2c1NCc1ccccc1 | 3 | 10 | -5 | -9 | -7 | 16 | 1 | -5.1 | 18 | 3
COc1cc(CC(=O)OCC(=O)Nc2ccc(S(=O)(=O)N3CCCC3)cc2)cc(OC)c1OC | 2 | 4 | 1 | -18 | -5 | -3 | 1 | -0.2 | 22 | -1
COc1ccc(-c2nn(CCC(=O)O)cc2/C=C/C(=O)O)cc1[N+](=O)[O-] | 3 | -4 | -4 | -15 | 4 | 0 | 9 | -0.3 | 34 | 7
COC(=O)c1ccc(C(=O)NCCCCO)cc1 | -2 | -2 | 0 | -27 | -18 | -1 | 4 | -0.1 | 12 | -1
CCCC(C(=O)NC1CCCC1)N(CC1CCCO1)C(=O)c1snc(C(N)=O)c1N (centres undefined) | -8 | 2 | -6 | -4 | 19 | 1 | -3 | -0.1 | 12 | 0
CCn1c(=O)c2c(nc3n2CCCN3CCc2ccccc2)n(C)c1=O | 8 | -3 | -1 | -102 | 18 | 1 | 7 | -0.1 | 20 | -3
CCc1noc(C)c1C(=O)Nc1ccc(S(=O)(=O)N2CCCC(C)C2)cc1 (centres undefined) | -2 | x | -1 | x | 4 | -1 | -1 | 0.5 | 14 | x
Cc1ccc(OCC(=O)NCCNC(=O)COc2ccc(C)cc2)cc1 | 5 | 6 | -5 | -9 | -10 | 1 | -5 | -0.3 | 11 | 2
Cc1ccc(S(=O)(=O)N2CCOCC2)cc1NC(=O)Cn1ccsc1=N | -5 | 2 | 0 | -23 | -14 | x | 1 | -0.3 | 3 | 3
N#CCCN(C(=S)NC(=O)c1ccco1)c1ccccc1F | -3 | -7 | 5 | -12 | -6 | -1 | -4 | 0.2 | 27 | -2

Laid out differently: results already given.
Screens in order – HSF1 inhib, IEC-6 tox, GSK3beta inhib, KLF5 inhibitor, aSyn 5UTR inh, GSK3A inh, HSF1 activator, HIF activator, AI-2 QS mod, HSP90 refold inh
CCCCn1c(C2CCCCC2)nc2cc3[nH]c(=O)c(C(C)C)nc3cc21
  5, 5, 1, -8, 17, -1, 11, -2.7, 25, -1
COc1ccc(Cl)cc1S(=O)(=O)N1CCC(C(=O)NCc2ccco2)CC1
  -1, 1, 2, -12, 10, -2, 9, 0.2, 16, -2
CCOC(=O)c1cnc2ccc(OC)cc2c1NCc1ccccc1
  3, 10, -5, -9, -7, 16, 1, -5.1, 18, 3
COc1cc(CC(=O)OCC(=O)Nc2ccc(S(=O)(=O)N3CCCC3)cc2)cc(OC)c1OC
  2, 4, 1, -18, -5, -3, 1, -0.2, 22, -1
COc1ccc(-c2nn(CCC(=O)O)cc2/C=C/C(=O)O)cc1[N+](=O)[O-]
  3, -4, -4, -15, 4, 0, 9, -0.3, 34, 7
COC(=O)c1ccc(C(=O)NCCCCO)cc1
  -2, -2, 0, -27, -18, -1, 4, -0.1, 12, -1
CCCC(C(=O)NC1CCCC1)N(CC1CCCO1)C(=O)c1snc(C(N)=O)c1N (centres undefined)
  -8, 2, -6, -4, 19, 1, -3, -0.1, 12, 0
CCn1c(=O)c2c(nc3n2CCCN3CCc2ccccc2)n(C)c1=O
  8, -3, -1, -102, 18, 1, 7, -0.1, 20, -3

Next part
SMILES | HSF1 inhib | IEC-6 tox | GSK3beta inhib | KLF5 inhibitor | aSyn 5UTR inh | GSK3A inh | HSF1 activator | HIF activator | AI-2 QS mod | HSP90 refold inh
COc1ccc(C2=CC(c3sccc3C)n3nnnc3N2)cc1 (centres undefined) | 7 | 4 | 4 | -117 | -130 | -1 | 16 | 1.5 | 29 | 0
Cn1cccc1/C=N/NC(=O)Cc1ccccc1 | -6 | -3 | 3 | -54 | -7 | 3 | 13 | 0.0 | -4 | 1
COCc1c(C(=O)N/N=C(/C)c2ccc(OCc3ccccc3)cc2)nnn1-c1nonc1N | 17 | 5 | 0 | -72 | -53 | -2 | 42 | 1.3 | 24 | -1
O=C(c1cccc(Br)c1)N1CCN(S(=O)(=O)N2CCOCC2)CC1 | -11 | 2 | -7 | 7 | 32 | -3 | -10 | 0.3 | 4 | -5
CCC1=C(OC(=O)N(CC)CC)N2C(=O)OC(=NCCOC)[C@]2(Cc2ccccc2)[C@H]2C1=CC[C@H]1C(=O)NC(=O)[C@H]12 | 0 | x | 4 | x | 21 | -1 | 14 | -0.3 | 4 | x
O=C(Nc1ccccc1)N1CCSc2ccccc21 | 4 | -1 | -1 | -16 | 7 | 0 | 8 | 0.2 | 7 | -6
CCCc1cc(=O)[nH]c(SCc2cccc(C)c2)n1 | 9 | 0 | 3 | -34 | 17 | -4 | 1 | -0.4 | 6 | -1
Cc1cccc(-n2ncc3c(N(C)C4CCCCC4)ncnc32)c1 | -91* | x | 2 | x | 66* | -3 | -92 | -1.7 | 24 | x
CCOC(=O)CCCN1CC(O)=C(c2nc(-c3ccc(Cl)cc3)cs2)C1=N | x | 3 | 0 | 2 | x | -1 | x | x | 23 | 1
COc1ccc(-n2c(C)cc(C(=O)CN3C(=O)c4ccccc4C3=O)c2C)cc1 | 0 | -4 | 1 | -21 | -15 | -2 | 0 | 0.3 | 1 | -1
Cc1ccccc1NC(=O)CCOc1ccccc1 | -10 | -8 | 1 | -31 | -75 | 1 | -25 | -16 | -83* | -4
CCN1CCN(C2=C(Cl)C(=O)N(Cc3ccccc3)C2=O)CC1 | x | -4 | x | -26 | x | -1 | x | x | x | 3
CC(C)CNC(=S)NC1CCCC1 | -1 | 2 | 3 | -2 | -9 | -1 | 3 | 0.2 | 8 | 1
CCCOC1CCCN(C(=O)c2ccc3oc(C(C)C)nc3c2)C1 (centres undefined) | 21 | -6 | 2 | -65 | -19 | -1 | 25 | 1.4 | 13 | 0
CCn1c(CCNC(=O)c2ccco2)nc2ccccc21 | 5 | -4 | 2 | 13 | 29 | 0 | -4 | -0.5 | 31 | -1
CCOC(=O)c1ccc(Oc2cc(C)nc(SC)n2)cc1 | 0 | 5 | 1 | -7 | -45 | -4 | -6 | 0.1 | 3 | 3
CCCCC(CC)C(=O)Oc1ccc(O)c(C(C)(C)C)c1 (centres undefined) | -1 | -1 | 3 | -40 | -1 | 0 | -5 | -0.4 | 35 | 1
CCOC(=S)SCC(=O)N1CCc2ccccc2C1C1C(=O)CCCC1=O (centres undefined) | -1 | -4 | 1 | -21 | -12 | -1 | -1 | 0.5 | 10 | -1
Cc1ccc(NC(=O)C2CC(=O)n3ncnc3N2)cc1 (centres undefined) | -6 | 2 | 0 | 6 | -8 | -1 | 3 | 0.2 | 3 | 1
COc1ccc(CC(=O)NCC(=O)N/N=C/c2c[nH]c3ccccc23)cc1 | -11 | -7 | 2 | -15 | 25 | 0 | -3 | 0.4 | 18 | 0
CC(C)CCn1c(NCCN(C)C)nc2c1c(=O)[nH]c(=O)n2C | -7 | -3 | -2 | -35 | 3 | 0 | -6 | 0.1 | 21 | 5
CCc1c(C)nc2cc(-c3cccc(Br)c3)[nH]n2c1=O | 21 | 10 | 1 | -152 | -199 | -1 | 34 | -4.8 | 8 | 0
CCN(CC(=O)Nc1c(F)cccc1F)C(=O)CCc1nc2cc(S(=O)(=O)N3CCOCC3)ccc2n1C | 9 | x | -2 | x | -7 | -1 | 8 | -0.5 | 22 | x
CCC(C)(C)NC(=O)c1ccc(Sc2nncn2C)c([N+](=O)[O-])c1 | -13 | 8 | 0 | 13 | 3 | -3 | -7 | -0.2 | 27 | 0
O=C(NC1CC1)c1nc2c(nnn2Cc2ccccc2Cl)c(=O)[nH]1 | -7 | -4 | 5 | -32 | 9 | -5 | -6 | -0.2 | 5 | 3
Cc1nn2c(N3CCN(C)CC3)cc(C(C)(C)C)nc2c1-c1ccccc1 | 1 | 3 | -4 | -2 | -8 | 0 | 8 | -0.6 | x | 3
